Scp-1 inhibitor – Scp-1 phosphatase inhibitors, primary screen, biochemical, colorimetric, uHTS. Recombinant Scp1, phosphopeptide, malachite green phosphate absorbance. inhibition, % at 20 µM. 340,000 compounds, 0.88% hits. AID 493091, 2011. Carboxy-terminal domain RNA polymerase II polypeptide A small phosphatase 1 (Homo …;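 active = inhibition above about 50% at 20 µM, limit read from the data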;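 note: plate controls were DMSO wells with enzyme for no effect and wells lacking enzyme for full effect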
Target sequence (Q9GZU7 76-261 limits assumed): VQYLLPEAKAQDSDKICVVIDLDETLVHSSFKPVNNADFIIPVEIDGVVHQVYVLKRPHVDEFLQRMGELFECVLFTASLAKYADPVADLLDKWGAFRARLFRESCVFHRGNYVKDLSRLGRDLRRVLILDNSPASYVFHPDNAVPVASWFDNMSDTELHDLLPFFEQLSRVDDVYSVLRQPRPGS
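Material – SCP-1 phosphatase catalytic domain, residues 76-261 · Buffer or medium – Acidic Tris acetate buffer with magnesium and detergent · Also added – Phospho 17-mer peptide substrate · Compound – single 20 µM dose, 1% DMSO · Times – 45 min room-temperature reaction, 5 min colour, 30 min stabiliser · Technique – Phosphate-binding colour reagent, absorbance read at 630 nm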
Rpn11 block – Rpn11 (PSMD14) deubiquitinase inhibitors, primary screen, biochemical, fluorescence polarization, uHTS; human 26S proteasome, Ub4-pepOG fluorescence polarization; 20S core pre-blocked with epoxomicin; AID 588493, 2011; 26S proteasome non-ATPase regulatory subunit 14 (Homo sapiens), O00487; calls only at 20 µM; 360,000 compounds, 0.59% hits;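 active = inhibition at 20 µM, scaled to each plate's controls, above about 33%, limit read from the data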
NadD inh – inhibitors of S. aureus NadD, primary screen, biochemical, colorimetric, uHTS; Nicotinate-nucleotide adenylyltransferase NadD (Staphylococcus aureus N315); purified NadD enzyme, colorimetric absorbance read-out; inhibition, % at 20 µM; 360,000 compounds, 0.78% hits; in the data active = inhibition above about 26%; note: some compounds past the cut are filed as inactive
SKN-1 inh – suppressors of acrylamide-induced Pgst-4::GFP reporter in worms, primary screen, SKN-1 inhibitor project, whole organism, uHTS, GFP/RFP fluorescence ratio, strain VP596 | inhibition, % at 21.8 µM | 360,000 compounds, 0.49% hits | C. elegans VP596 Pgst-4::GFP/RFP ratio, 24 h | AID 624304, 2012;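 active = interference check ratio from 0.5 to 1.5 plus GFP to RFP signal ratio inhibition reaching or exceeding a fixed threshold, cut at about 30% in these data, passing the limit was not always enough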; note: some compounds called inactive have numbers as strong as hits
SUMO1 PPI mod – modulators of SUMO1 protein-protein interactions, primary screen, biochemical, uHTS; SUMO1 binding to a labelled peptide, TR-FRET, 1 h; AID 602429, 2012; 360,000 compounds, 0.33% hits; Small ubiquitin-related modifier 1 (Homo sapiens), P63165; inhibition, % at 20 µM; in the data active = inhibition above about 37%
MT1-MMP act inh – blockers of MT1-MMP proenzyme processing, primary screen, HT1080 RFP-PRO-GFP cells, GFP/RFP fluorescence; Matrix metalloproteinase-14 (Homo sapiens), P50281; GFP/RFP ratio fluorescence, overnight; percent of plate control window, DMSO zero; GFP/RFP ratio change, % at 20 µM; AID 651647, 2012; 360,000 compounds, 0.061% hits;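 active = GFP/RFP ratio change of at least 30% with cell ATP level not reduced by more than half and red fluorescence within 50% of control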; note: strong numbers were not always called active
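Test system: HT1080 cells expressing an RFP-PRO-GFP fluorescent reporter construct / Compound dosing: single-point 20 µM compound, 1% DMSO / Schedule: cells overnight before dosing, compound overnight, 37 °C, 5% CO2 / Evaluation: GFP/RFP fluorescence ratio / Control set: DMSO and RFP-L50D-GFP cell wells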
CendR NRP1 mod – modulators of CendR peptide binding to NRP-1, primary screen, biochemical, fluorescence polarization, uHTS; AID 602438, 2012; 360,000 compounds, 0.85% hits; inhibition, % at 25 µM; FAM-RPARPAR peptide binding to NRP-1; Neuropilin-1 (Homo sapiens), O14786;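 active = inhibition or corrected inhibition above about 18%, plus a signal ratio from 0.5 to 1.5, limit read from the data, passing the limit was not always enough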; note: strong numbers were not always called active
Target sequence (O14786 whole entry, looked up): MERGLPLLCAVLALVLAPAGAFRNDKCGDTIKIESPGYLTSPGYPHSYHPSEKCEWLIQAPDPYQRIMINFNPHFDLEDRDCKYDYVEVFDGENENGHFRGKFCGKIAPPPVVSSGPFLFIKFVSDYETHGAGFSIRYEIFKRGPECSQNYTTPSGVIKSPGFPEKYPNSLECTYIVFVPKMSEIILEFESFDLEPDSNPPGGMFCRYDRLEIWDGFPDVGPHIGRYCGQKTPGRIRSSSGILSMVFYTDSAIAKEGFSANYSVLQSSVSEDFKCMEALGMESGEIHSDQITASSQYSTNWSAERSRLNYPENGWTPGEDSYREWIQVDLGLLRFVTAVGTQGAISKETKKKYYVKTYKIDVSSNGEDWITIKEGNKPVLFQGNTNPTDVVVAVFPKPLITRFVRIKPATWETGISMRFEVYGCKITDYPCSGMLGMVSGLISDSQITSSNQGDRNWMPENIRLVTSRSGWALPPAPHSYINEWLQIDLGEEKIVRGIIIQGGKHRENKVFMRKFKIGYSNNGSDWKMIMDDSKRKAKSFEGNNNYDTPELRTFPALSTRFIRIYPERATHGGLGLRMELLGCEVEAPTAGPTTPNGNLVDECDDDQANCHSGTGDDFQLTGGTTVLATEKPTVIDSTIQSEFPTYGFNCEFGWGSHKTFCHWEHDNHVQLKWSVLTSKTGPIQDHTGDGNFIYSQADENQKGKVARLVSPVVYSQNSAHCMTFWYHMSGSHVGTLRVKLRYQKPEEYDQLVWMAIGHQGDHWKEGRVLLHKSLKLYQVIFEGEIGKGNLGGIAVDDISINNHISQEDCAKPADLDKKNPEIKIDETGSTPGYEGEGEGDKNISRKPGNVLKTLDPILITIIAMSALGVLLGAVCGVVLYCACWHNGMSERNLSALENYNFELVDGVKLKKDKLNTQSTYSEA
STEP block – STEP phosphatase inhibitors, primary screen, biochemical, fluorescence intensity, uHTS; recombinant STEP, OMFP fluorogenic substrate; inhibition, % at 20 µM; 360,000 compounds, 0.25% hits; AID 588621, 2011;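 active = inhibition at 20 µM, scaled per plate between control wells, above about 37%, limit read from the data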;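 note: 0% = DMSO with enzyme and substrate and 100% = substrate only without enzyme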
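Material: STEP (striatal-enriched tyrosine phosphatase) enzyme, cell-free | Medium: 50 mM Bis-Tris pH 6.0 with 2.5 mM DTT and 0.005% Tween 20 | Read-out: Percent inhibition scaled to no-enzyme and uninhibited-enzyme controls, plate-pattern corrected | Signal: Fluorescence read at 480 nm ex / 540 nm em | Times: 20 min reaction, room temperature, in the dark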
LMPTP inh – LMPTP phosphatase inhibitors, primary screen, biochemical, fluorescence intensity, uHTS | inhibition, % at 20 µM | recombinant LMPTP-A, OMFP fluorogenic substrate | Low molecular weight phosphotyrosine protein phosphatase (Homo sapiens), P24666 | 360,000 compounds, 0.22% hits;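 active = compounds that cut the enzyme signal by at least half of the control window in the single-dose screen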;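 note: plate controls were DMSO wells with enzyme plus substrate for no effect and substrate without enzyme for full effect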
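test system = LMPTP-A | amount = 0.625 nM LMPTP-A final | reagent = fluorogenic phosphatase substrate OMFP at 400 µM final | incubation = 50 min at room temperature | benchmarks = no-enzyme low control, uninhibited high control | medium = Bis-Tris pH 6.0, DTT, detergent | signal = fluorescence intensity of OMFP turnover product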
DNMT1 inh – human DNMT1 methyltransferase inhibitors, primary screen, biochemical, molecular beacon, fluorescence, HinP1I cleavage, uHTS | inhibition (reported as % activation of signal), % at 10 µM | 360,000 compounds, 0.83% hits | DNA (cytosine-5)-methyltransferase 1 (Homo sapiens), P26358 | AID 588458, 2011; in the data active = inhibition above about 50%
Starred values were filed as active, the others as inactive.

COc1ccc(NC(=O)c2cc(N3C(=O)C4C5CCC(C5)C4C3=O)ccc2Cl)c(OC)c1 (stereo not given) was read as Scp-1 inhibitor -9, Rpn11 block inactive, NadD inh -2, SKN-1 inh 7, SUMO1 PPI mod 4, MT1-MMP act inh 2, CendR NRP1 mod 1, STEP block -2, LMPTP inh -0.8 and DNMT1 inh -4.
Screening Cc1csc(C(C#N)C(=O)c2cc3ccccc3o2)n1 (stereo not given) returned Scp-1 inhibitor 4, Rpn11 block inactive, NadD inh -1, SKN-1 inh 8, SUMO1 PPI mod -15, MT1-MMP act inh 3, CendR NRP1 mod -28, STEP block 3, LMPTP inh -0.2 and DNMT1 inh -3.
`COc1ccccc1N1C(=O)CSC1=NC(=O)c1ccccc1` gave Scp-1 inhibitor -16, Rpn11 block inactive, NadD inh -7, SKN-1 inh -8, SUMO1 PPI mod 3, MT1-MMP act inh 1, CendR NRP1 mod 3, STEP block -3, LMPTP inh -0.3 and DNMT1 inh 1.
Screening Cc1ccc(S(=O)(=O)N2CC[C@@H]2C(=O)O)cc1 returned Scp-1 inhibitor -1, Rpn11 block inactive, NadD inh -6, SKN-1 inh 2, SUMO1 PPI mod -1, MT1-MMP act inh 0, CendR NRP1 mod 7, STEP block 2, LMPTP inh -3.2 and DNMT1 inh 0.
For O=C(OCc1nnc(-c2ccccc2)o1)c1cc(=O)c2ccccc2o1 the results were Scp-1 inhibitor -5, Rpn11 block inactive, NadD inh -4, SKN-1 inh -4, SUMO1 PPI mod -10, MT1-MMP act inh -1, CendR NRP1 mod 3, STEP block 0, LMPTP inh -2.3 and DNMT1 inh -1.
CC(=O)c1c(C)[nH]c(C(=O)N2CCCC(C)C2)c1C (stereo not given) was read as Scp-1 inhibitor -13, Rpn11 block inactive, NadD inh -2, SKN-1 inh 12, SUMO1 PPI mod 7, MT1-MMP act inh 5, CendR NRP1 mod -2, STEP block 3, LMPTP inh -1.4 and DNMT1 inh 0.
For O=C(NCCCN1CCOCC1)c1ccccc1-c1ccccc1 the results were Scp-1 inhibitor 3, Rpn11 block inactive, NadD inh -1, SKN-1 inh 5, SUMO1 PPI mod -1, MT1-MMP act inh 3, CendR NRP1 mod 4, STEP block 0, LMPTP inh -2.5 and DNMT1 inh -3.
`CC(C)C[C@H](NC(=O)c1nc[nH]c1C(=O)NCC(=O)OCc1ccccc1)C(=O)OC(C)(C)C` gave Scp-1 inhibitor -15, Rpn11 block inactive, NadD inh 1, SKN-1 inh 9, SUMO1 PPI mod 2, MT1-MMP act inh -4, CendR NRP1 mod 2, STEP block 1, LMPTP inh 3.8 and DNMT1 inh -3.
COc1ccc(Cc2c(-c3ccccc3)nc3c(C)cc(Br)cn23)c(C)c1 was read as Rpn11 block active, NadD inh 11, SKN-1 inh 7, SUMO1 PPI mod -4, MT1-MMP act inh -6, CendR NRP1 mod -21, STEP block -2, LMPTP inh 2.0 and DNMT1 inh -2.
`CCCCc1nc2ccccc2c(NC(=O)CNC(C)(C)C)c1CCC` gave Scp-1 inhibitor -9, Rpn11 block inactive, NadD inh -9, SKN-1 inh -7, SUMO1 PPI mod 3, MT1-MMP act inh 1, CendR NRP1 mod 10, STEP block 0, LMPTP inh -0.1 and DNMT1 inh 3.
`Cc1cccc(-c2nnc(SCC(=O)NCc3ccc4c(c3)OCO4)n2C)c1` gave Scp-1 inhibitor -10, Rpn11 block inactive, NadD inh 0, SKN-1 inh 12, SUMO1 PPI mod 1, MT1-MMP act inh 0, CendR NRP1 mod 0, STEP block 6, LMPTP inh -0.5 and DNMT1 inh -1.
Cc1cccc(Nc2nnc(SC/C(O)=C(\C#N)c3nc4ccccc4[nH]3)s2)c1 was read as Scp-1 inhibitor -4, Rpn11 block inactive, NadD inh 32*, SKN-1 inh 0, SUMO1 PPI mod 19, MT1-MMP act inh -25, CendR NRP1 mod -52, STEP block -3, LMPTP inh 1.3 and DNMT1 inh -18.
C=CCn1c(C)c(C(C)=O)c(N2CCN(c3ccccc3)CC2)nc1=S was read as Scp-1 inhibitor 3, Rpn11 block inactive, NadD inh 10, SKN-1 inh 18, SUMO1 PPI mod -6, MT1-MMP act inh -105, CendR NRP1 mod 127, STEP block -7, LMPTP inh 35 and DNMT1 inh 19.
O=C(N/C(=C/c1cccs1)c1nc2ccccc2[nH]1)c1ccccc1 was read as Scp-1 inhibitor -14, Rpn11 block inactive, NadD inh -3, SKN-1 inh 8, SUMO1 PPI mod -4, MT1-MMP act inh 1, CendR NRP1 mod 14, STEP block -4, LMPTP inh -1.1 and DNMT1 inh 1.
For CCOc1cccc2cc(C(=O)NCc3ccc(OC)cc3)c(=N)oc12 the results were Scp-1 inhibitor -4, Rpn11 block inactive, NadD inh 3, SKN-1 inh -2, SUMO1 PPI mod -11, MT1-MMP act inh -6, CendR NRP1 mod 2, STEP block -2, LMPTP inh 5.0 and DNMT1 inh -9.
Screening CC(C)CC(=O)N=C1SC2CS(=O)(=O)CC2N1CCc1ccccc1 (stereo not given) returned Scp-1 inhibitor -3, Rpn11 block inactive, NadD inh 0, SKN-1 inh -24, SUMO1 PPI mod 2, MT1-MMP act inh -13, CendR NRP1 mod 8, STEP block 1, LMPTP inh -0.7 and DNMT1 inh 1.
For Cc1cc(Oc2cc(N)cc([N+](=O)[O-])c2)ccc1Cl the results were Scp-1 inhibitor 0, Rpn11 block inactive, NadD inh 0, SKN-1 inh 5, SUMO1 PPI mod -5, MT1-MMP act inh -2, CendR NRP1 mod 9, STEP block 0, LMPTP inh 2.9 and DNMT1 inh 1.
COc1cccc(C(=O)NCCN2CCOCC2)c1 was read as Scp-1 inhibitor -3, Rpn11 block inactive, NadD inh 4, SKN-1 inh 3, SUMO1 PPI mod -2, MT1-MMP act inh -3, CendR NRP1 mod 6, STEP block -2, LMPTP inh -0.5 and DNMT1 inh 3.
Screening CC(=O)Oc1ccc2nc(/C=C/c3ccc(C=O)cc3)oc(=O)c2c1 returned Scp-1 inhibitor -2, Rpn11 block inactive, NadD inh -5, SKN-1 inh -2, SUMO1 PPI mod -14, MT1-MMP act inh 2, CendR NRP1 mod -2, STEP block -2, LMPTP inh 1.0 and DNMT1 inh 0.
`COC(=O)c1ccc2nc(-c3cccc(Br)c3)c(Cc3ccccc3C(F)(F)F)n2c1` gave NadD inh 15, SKN-1 inh -9, SUMO1 PPI mod 22, MT1-MMP act inh -5, CendR NRP1 mod -23 and LMPTP inh 1.9.
O=C(CCNc1n[nH]c(=O)[nH]c1=O)N/N=C\c1cccc(OCc2ccccc2)c1 was read as Scp-1 inhibitor -2, Rpn11 block inactive, NadD inh 4, SKN-1 inh 6, SUMO1 PPI mod -6, MT1-MMP act inh 5, CendR NRP1 mod -9, STEP block -1, LMPTP inh 0.1 and DNMT1 inh -3.
`COCCSc1ncnc2c1oc1nc3c(cc12)COC(C)(C)C3` gave Scp-1 inhibitor -11, Rpn11 block inactive, NadD inh -3, SKN-1 inh -5, SUMO1 PPI mod -3, MT1-MMP act inh 4, CendR NRP1 mod -10, STEP block -2, LMPTP inh -2.6 and DNMT1 inh 1.
`CC1=C(C(=O)N(C)C)C(c2ccc(N3CCOCC3)cc2)NC(=O)N1` (stereo not given) gave Scp-1 inhibitor 5, Rpn11 block inactive, NadD inh 1, SKN-1 inh -4, SUMO1 PPI mod -4, MT1-MMP act inh -2, CendR NRP1 mod -5, STEP block 0, LMPTP inh 1.2 and DNMT1 inh 2.
For CCOC(=O)Cc1csc(NC(=O)NC2(C(F)(F)F)Oc3cc(Cl)c(Cl)cc3O2)n1 the results were Scp-1 inhibitor -13, Rpn11 block inactive, NadD inh 3, SKN-1 inh -1, SUMO1 PPI mod 10, MT1-MMP act inh -3, CendR NRP1 mod -20, STEP block 0, LMPTP inh -0.5 and DNMT1 inh 10.
`Cc1cc(C)cc(NC(=O)CN(Cc2ccccc2)S(C)(=O)=O)c1` gave Scp-1 inhibitor -10, Rpn11 block inactive, NadD inh 1, SKN-1 inh 2, SUMO1 PPI mod -2, MT1-MMP act inh 4, CendR NRP1 mod -8, STEP block 0, LMPTP inh -0.2 and DNMT1 inh 2.
For Fc1ccc(-c2csc(-c3ccccn3)n2)cc1F the results were Scp-1 inhibitor -1, Rpn11 block inactive, NadD inh 0, SKN-1 inh 34, SUMO1 PPI mod -7, MT1-MMP act inh 0, CendR NRP1 mod -4, STEP block 2, LMPTP inh 0.2 and DNMT1 inh 9.
`O=[N+]([O-])c1cccc(-c2cc(-c3cc(Br)ccc3O)[nH]n2)c1` gave Scp-1 inhibitor -9, Rpn11 block inactive, NadD inh 38*, SKN-1 inh 2, SUMO1 PPI mod 1, MT1-MMP act inh -1, CendR NRP1 mod 8, STEP block -2, LMPTP inh 2.1 and DNMT1 inh -1.
`COC(=O)C1C(c2ccc(Cl)cc2)NC(c2ccc(Cl)cc2)C(C(=O)OC)S1(=O)=O` (stereo not given) gave Scp-1 inhibitor -7, Rpn11 block inactive, NadD inh -4, SKN-1 inh 1, SUMO1 PPI mod 7, MT1-MMP act inh -6, CendR NRP1 mod -2, STEP block 0, LMPTP inh 2.6 and DNMT1 inh -3.
For Cc1ccccc1C(=O)N1CCC(C(=O)Nc2ccc(F)cc2)CC1 the results were Scp-1 inhibitor -5, Rpn11 block inactive, NadD inh 0, SKN-1 inh 7, SUMO1 PPI mod -1, MT1-MMP act inh 2, CendR NRP1 mod -5, STEP block -2, LMPTP inh -1.7 and DNMT1 inh 0.

Screening results from PubChem BioAssay.
